High-throughput results (PubChem BioAssay)
MsrA act: activates bovine MsrA enzyme; AID 602163; activation, % at 10.6 µM; 0.3% of 360,000 active; purified bovine MsrA, absorbance read-out; in the data active means activation above about 7.5%;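 further: 0% = vehicle and 100% = reference activator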
FAS TE block: FAS thioesterase (human) inhibition; AID 602261; 0.67% of 360,000 active; inhibition, % at 15 µM; P49327; recombinant FAS-TE, OMFH fluorogenic substrate, fluorescence endpoint;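 active means compounds whose normalised, plate-corrected inhibition of enzyme fluorescence in the single-dose primary screen is 50% or more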;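 further: 0% = DMSO with enzyme and 100% = substrate without enzyme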
PABP1 MLLE inh: blocks PAM2 peptide binding to the PABP1 MLLE domain | P11940 | GST-MLLE / FITC-PAM2 fluorescence polarization | inhibition, % at 20 µM | 0.36% of 360,000 active | AID 588489; in the data active means inhibition above about 35%, passing the limit was not always enough;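 further: plate controls were DMSO wells with GST-MLLE for no effect and wells lacking GST-MLLE protein for full effect; some results filed as inactive read as strong as hits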
SKN-1 inh: C. elegans SKN-1 inhibition | C. elegans VP596 Pgst-4::GFP/RFP ratio, acrylamide-induced, 24 h | inhibition, % at 21.8 µM | 0.49% of 360,000 active;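 active means interference check ratio from 0.5 to 1.5 plus GFP to RFP signal ratio inhibition reaching or exceeding a fixed threshold, cut at about 30% in these data, passing the limit was not always enough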; further: some compounds called inactive have numbers as strong as hits
NRP1-CendR mod: alters CendR peptide binding to human NRP-1 | O14786 | FAM-RPARPAR peptide binding to NRP-1, fluorescence polarization | inhibition, % at 25 µM | 0.85% of 360,000 active;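 active means inhibition or corrected inhibition above about 18%, plus a signal ratio from 0.5 to 1.5, limit read from the data, passing the limit was not always enough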; further: strong numbers were not always called active
eLon inh: inhibits E. coli Lon protease | P0A9M0 | purified E. coli Lon protease, fluorescence polarization | inhibition, % at 7.94 µM | 0.42% of 360,000 active; in the data active means inhibition above about 13%, passing the limit was not always enough;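 further: 0% = enzyme with probe and DMSO and 100% = no enzyme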
Neddyl block: inhibitors of human cullin neddylation | TR-FRET cullin neddylation, biochemical | P61081+Q13564 | 0.58% of 360,000 active | AID 651699 | calls only at 25 µM; in the data active means inhibition above about 36%
Target sequence (P61081 whole entry, looked up): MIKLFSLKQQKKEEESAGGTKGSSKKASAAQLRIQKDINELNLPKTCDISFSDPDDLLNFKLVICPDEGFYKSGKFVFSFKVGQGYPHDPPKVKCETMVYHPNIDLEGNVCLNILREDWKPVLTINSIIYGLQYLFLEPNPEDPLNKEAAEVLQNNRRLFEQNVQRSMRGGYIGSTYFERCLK
Target sequence (Q13564 whole entry, looked up): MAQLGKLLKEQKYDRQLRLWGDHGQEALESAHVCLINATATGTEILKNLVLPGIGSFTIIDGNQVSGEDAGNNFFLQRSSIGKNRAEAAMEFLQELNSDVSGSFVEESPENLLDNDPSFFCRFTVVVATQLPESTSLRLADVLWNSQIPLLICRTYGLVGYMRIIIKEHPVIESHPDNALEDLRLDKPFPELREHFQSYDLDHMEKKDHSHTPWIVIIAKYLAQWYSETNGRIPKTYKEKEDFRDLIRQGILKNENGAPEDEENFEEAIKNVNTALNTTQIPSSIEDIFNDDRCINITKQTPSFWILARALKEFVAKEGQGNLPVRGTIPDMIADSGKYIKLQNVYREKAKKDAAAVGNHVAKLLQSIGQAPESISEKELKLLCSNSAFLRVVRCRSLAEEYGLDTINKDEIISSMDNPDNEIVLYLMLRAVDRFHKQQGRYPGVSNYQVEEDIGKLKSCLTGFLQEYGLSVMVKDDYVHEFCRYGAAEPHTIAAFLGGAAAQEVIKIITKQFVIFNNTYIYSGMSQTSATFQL
Rin1 Abl inh: human Rin1-Abl interaction inhibition; inhibition, % at 7.35 µM; TR-FRET Rin1/Abl binding, biochemical; 0.4% of 360,000 active; in the data active means inhibition above about 5%, passing the limit was not always enough
MT1-MMP act inh: inhibitors of human MT1-MMP activation; P50281; HT1080 RFP-PRO-GFP cells, GFP/RFP ratio fluorescence, overnight; percent of plate control window, DMSO zero; GFP/RFP ratio change, % at 20 µM; 0.061% of 360,000 active; AID 651647;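 active means GFP/RFP ratio change of at least 30% with cell ATP level not reduced by more than half and red fluorescence within 50% of control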; further: strong numbers were not always called active
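Material: RFP-PRO-GFP reporter HT1080 cells. Dosing: single-point 20 µM compound, 1% DMSO. Controls: DMSO and RFP-L50D-GFP cell wells. Timing: cells overnight before dosing, compound overnight, 37 °C, 5% CO2. Measure: GFP/RFP fluorescence ratio.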
* = called active by the depositor; i = inactive; x = not tested or not shown.

1	CCOC(=O)c1sc(NC(=O)CSc2nnnn2-c2ccc(C)cc2C)nc1C
2	COc1ccc(NC(=O)CN(C)CC(=O)NC2CCC(C)CC2)cc1 (centres undefined)
3	O=C(CSc1n[nH]c(-c2cccs2)n1)N1CCN(S(=O)(=O)c2ccccc2)CC1
4	COc1cccc(/C=C(/C(=O)OCC(=O)NC2CCCCCCC2)c2ccccc2)c1
5	O=C1NC[C@@H](CCCCN2C[C@H](Cc3ccccc3)N(CC3CCCCC3)C(=O)C2=O)N(CC2CCCCC2)C1=O
6	NS(=O)(=O)c1ccc(N=Nc2c(O)[nH]c3ccc(Br)cc23)cc1
7	Cc1cccc(-n2cnc3sc(C)c(C)c3c2=O)c1
8	CCC(=O)Nc1ccc(Br)c(Cl)c1
9	O=c1cc(CSc2ccccc2)[nH]c2ccccc12
10	Cc1ccccc1CSc1nnc(-c2cccs2)n1Cc1ccco1

Compound | 1 | 2 | 3 | 4 | 5 | 6 | 7 | 8 | 9 | 10
MsrA act | 0 | -1 | 2 | -7 | 0 | -1 | -3 | -3 | -1 | -3
FAS TE block | -6 | -2 | -4 | 32 | 26 | 0 | 3 | 0 | -9 | 7
PABP1 MLLE inh | 8 | -8 | -12 | 6 | x | -19 | -2 | -5 | -6 | -13
SKN-1 inh | 0 | 6 | 3 | 6 | 4 | 7 | 8 | -3 | 0 | -3
NRP1-CendR mod | 2 | 16 | 7 | 0 | 3 | -17 | 3 | -4 | 2 | -1
eLon inh | 3 | -2 | -3 | 8 | -6 | -26 | 14 | -5 | 11 | 1
Neddyl block | i | i | i | i | i | i | i | i | i | i
Rin1 Abl inh | -2 | 3 | 0 | -2 | x | 1 | 0 | 0 | 0 | 3
MT1-MMP act inh | 0 | 0 | 1 | -2 | 9 | -11 | 0 | -1 | 3 | 3

11	CCOCC(=O)N1CCC(Cc2ccccc2)CC1
12	CCc1nnc(NC(=O)CSc2nnc(-c3cc4ccccc4cc3O)n2CC)s1
13	Clc1ccc(N/N=C/c2cccnc2)cc1
14	O=C(COc1ccccc1Cl)NCCCNC(=O)c1ccco1
15	O=C(NCc1ccccc1)c1cc(C2CCCN(C(=O)c3ccccc3)C2)on1 (centres undefined)
16	CC1Oc2ccccc2N(CC(=O)Nc2ccccc2F)C1=O (centres undefined)
17	COc1cc(OC)cc(C(=O)NCc2ccc3[nH]c(C)cc3c2)c1
18	CCn1c(C(=O)N2CCc3ccccc3C2)cc2sccc21
19	C=CCn1c(=O)/c(=C\c2ccccn2)s/c1=C(/C#N)C(=O)NCC1CCCO1 (centres undefined)
20	CCCNC(=O)NC(=O)COC(=O)CC(NC(N)=O)c1ccc(Cl)cc1 (centres undefined)

Compound | 11 | 12 | 13 | 14 | 15 | 16 | 17 | 18 | 19 | 20
MsrA act | -11 | 0 | -1 | -1 | -3 | -3 | -4 | -10 | -3 | -4
FAS TE block | -6 | -4 | 9 | -1 | -9 | -2 | -3 | 10 | -24 | -5
PABP1 MLLE inh | -1 | -98 | 6 | -13 | -13 | 18 | 7 | 9 | -23 | -6
SKN-1 inh | 7 | 2 | 8 | -2 | 3 | -21 | 10 | -8 | 12 | 6
NRP1-CendR mod | 4 | 2 | -9 | 3 | -9 | -5 | 0 | -37 | -89 | 7
eLon inh | 5 | -3 | -8 | 3 | -12 | -13 | 11 | 6 | -9 | 3
Neddyl block | i | i | i | i | i | i | i | i | i | i
Rin1 Abl inh | 3 | -5 | -4 | -2 | 1 | 3 | 1 | -1 | 2 | 4
MT1-MMP act inh | 3 | 10 | 0 | 0 | -3 | 0 | 2 | 7 | -4 | 1

21	O=C(CCC1CCCN(C(=O)c2cccnc2)C1)NCc1ccccc1F (centres undefined)
22	Cc1ccc(NC(=O)CN2C(=O)NC3(CCCCCCC3)C2=O)cc1C
23	O=C(NCC1CCCO1)C(=O)N/N=C/c1ccc(OCc2ccccc2Cl)cc1 (centres undefined)
24	COC(=O)C1=C(C)NC(=O)NC1c1cc(Cl)ccc1OC (centres undefined)
25	Cc1ccc(Cn2cccc2/C=N/NC(=S)Nc2ccc(C)cc2)cc1
26	O=C(Nc1ccc(F)cc1)c1sccc1SCc1cccc(C(F)(F)F)c1
27	COCCn1c(-c2ccccc2Cl)nc2c(c(=O)c3ccccc3n2C)c1=O
28	Cc1cccc(CC2CC(=O)N(c3ncccn3)C2=O)c1 (centres undefined)
29	CCOC(=O)C(C(=O)OCC)C(C)(C)/C(C)=N\Nc1ccc([N+](=O)[O-])cc1[N+](=O)[O-]
30	Cc1cc(NS(=O)(=O)c2ccc(Nc3nc(-c4ccc(O)cc4)cs3)cc2)no1

Compound | 21 | 22 | 23 | 24 | 25 | 26 | 27 | 28 | 29 | 30
MsrA act | -2 | -2 | -4 | -7 | -7 | -4 | -2 | -6 | -3 | -3
FAS TE block | -3 | 4 | 7 | -5 | 2 | 42 | -10 | -8 | 35 | 1
PABP1 MLLE inh | -3 | -7 | -11 | -4 | 23 | 4 | 8 | 1 | -14 | 23
SKN-1 inh | -14 | -21 | -10 | -1 | 1 | 22 | -4 | 1 | 4 | 6
NRP1-CendR mod | 14 | -13 | -11 | -5 | -11 | 0 | 12 | 4 | 9 | -5
eLon inh | -15 | -8 | -10 | 0 | 11 | -11 | -1 | -1 | -11 | 10
Neddyl block | i | i | i | i | i | i | i | i | i | i
Rin1 Abl inh | 5 | 1 | 0 | 1 | -2 | 1 | -1 | 3 | -2 | -3
MT1-MMP act inh | -3 | 5 | -2 | -1 | 7 | -4 | -2 | 13 | 9 | 2

Limited to MT1-MMP act inh, for some of the entries so far:
No. | SMILES | MT1-MMP act inh
23 | O=C(NCC1CCCO1)C(=O)N/N=C/c1ccc(OCc2ccccc2Cl)cc1 (centres undefined) | -2
24 | COC(=O)C1=C(C)NC(=O)NC1c1cc(Cl)ccc1OC (centres undefined) | -1

(cont.)
31	CC1(C(=O)Nc2ccccc2)CCN1C(=O)CCc1ccc(Cl)cc1Cl (centres undefined)
32	c1cnc2ccc(C(c3nnnn3C3CCCC3)N3CCN(c4nc5ccccc5s4)CC3)cc2c1 (centres undefined)
33	COc1ccc(NC(=O)CN2C(=O)C(C)SC(C)C2=O)cc1 (centres undefined)
34	O=C(CCCN1C(=O)/C(=C/c2ccc(F)cc2)SC1=S)NCCCn1ccnc1
35	CN(C)CCCNC(=O)/C=C/c1ccc(OCc2c(F)cccc2Cl)cc1
36	CCc1ccccc1NC(=O)C1CCN(S(=O)(=O)c2ccc3c(c2)N(C(C)=O)CCO3)CC1
37	COCCNC(=O)c1onc(CSc2cccc(C)c2)c1C(=O)O
38	COc1ccc(CC(=O)NNC(=O)c2ccc(NC(C)=O)cc2)cc1
39	CCOC(=O)Cn1c(-c2ccc(Cl)nc2)nc2ccccc21
40	CCN(c1cccc(C)c1)S(=O)(=O)c1nnc(NC(=O)c2ccco2)s1

Compound | 31 | 32 | 33 | 34 | 35 | 36 | 37 | 38 | 39 | 40
MsrA act | -4 | -11 | -1 | 0 | -13 | -1 | 0 | -2 | -1 | -4
FAS TE block | 13 | 23 | -3 | -10 | -4 | -7 | -7 | -1 | -4 | -5
PABP1 MLLE inh | -4 | -7 | 8 | 18 | 4 | 21 | 14 | 10 | -13 | -22
SKN-1 inh | -6 | -26 | -2 | 3 | -2 | 29 | 11 | 8 | 24 | 22
NRP1-CendR mod | 15 | -1 | 1 | 10 | 6 | 1 | 14 | 9 | 7 | -4
eLon inh | -11 | 5 | -11 | -11 | 4 | -5 | -5 | 1 | 13 | -9
Neddyl block | i | i | i | i | i | i | i | i | x | i
Rin1 Abl inh | 0 | 5 | 1 | 2 | 0 | 2 | 3 | 2 | 3 | -2
MT1-MMP act inh | 1 | x | 0 | -1 | 3 | 1 | -2 | -4 | 0 | 1

Next section; the last 4 above are carried over.
37	COCCNC(=O)c1onc(CSc2cccc(C)c2)c1C(=O)O
38	COc1ccc(CC(=O)NNC(=O)c2ccc(NC(C)=O)cc2)cc1
39	CCOC(=O)Cn1c(-c2ccc(Cl)nc2)nc2ccccc21
40	CCN(c1cccc(C)c1)S(=O)(=O)c1nnc(NC(=O)c2ccco2)s1
41	O=C(NCc1cccs1)c1ccc(CS(=O)Cc2ccc(Cl)cc2)o1 (centres undefined)
42	COc1ccc(-n2c(-c3cccc(OC)c3)nc(=S)c3c2CCCC3)cc1
43	COC(=O)C1=C(C)NC(=O)CC1c1ccc(C(=O)OC)cc1 (centres undefined)
44	CCC(=O)N1CCC1(C)C(=O)Nc1ccc(Cl)c(Cl)c1 (centres undefined)
45	CN(C)c1ccc(-c2ccnc3c2CC(C)(C(=O)Nc2cccc(OC(F)(F)F)c2)O3)cc1 (centres undefined)
46	CCN(CC)CC#CC(C)(C)OC(C)=O
47	CCC(c1nnnn1C1CCCC1)N1CCN(Cc2ccccc2)CC1 (centres undefined)
48	CC(C)C(NS(=O)(=O)c1ccc2c(c1)Cc1cc(S(=O)(=O)NC(C(=O)O)C(C)C)ccc1-2)C(=O)O (centres undefined)
49	COc1ccc(/C(N)=N/OC(=O)Cc2ccccc2[N+](=O)[O-])cc1
50	CC1=C(C(=O)N(C(C)C)C(C)C)CC(CC(=O)NCc2cccc3ccccc23)C(=O)N1Cc1ccc(F)cc1 (centres undefined)

Compound | 37 | 38 | 39 | 40 | 41 | 42 | 43 | 44 | 45 | 46 | 47 | 48 | 49 | 50
MsrA act | 0 | -2 | -1 | -4 | -1 | -8 | 3 | -2 | 1 | -7 | -9 | 0 | 2 | 3
FAS TE block | -7 | -1 | -4 | -5 | 0 | 30 | -6 | 0 | 10 | -9 | -11 | -6 | -7 | 20
PABP1 MLLE inh | 14 | 10 | -13 | -22 | 2 | 29 | -10 | -2 | -12 | -7 | 3 | 5 | -4 | -6
SKN-1 inh | 11 | 8 | 24 | 22 | 9 | 2 | -4 | 18 | 15 | 0 | -24 | -8 | -7 | 0
NRP1-CendR mod | 14 | 9 | 7 | -4 | 3 | 2 | -2 | -5 | -8 | -7 | 11 | -9 | 8 | -16
eLon inh | -5 | 1 | 13 | -9 | 0 | -5 | -8 | 5 | 2 | -4 | -2 | 4 | -4 | 0
Neddyl block | i | i | x | i | i | i | i | i | x | i | i | i | i | i
Rin1 Abl inh | 3 | 2 | 3 | -2 | -3 | -6 | 5 | -4 | -1 | 6 | -2 | 0 | 1 | 1
MT1-MMP act inh | -2 | -4 | 0 | 1 | 2 | 0 | 9 | 4 | 0 | 3 | 0 | 2 | -1 | 9

51	Cc1ccc(N(CC(=O)O)S(C)(=O)=O)cc1Cl
52	O=C(COC(=O)c1ccc[nH]c1=O)NC1CC1
53	CCC(NS(=O)(=O)c1cn(C)nc1C)c1ccccc1 (centres undefined)
54	CCCCCCCC(=O)NNC(=O)CCC(=O)O
55	COc1ccccc1NS(=O)(=O)c1cccc(C(=O)NCc2ccco2)c1
56	Cn1c(NCC(O)c2ccccc2)nc2c1c(=O)n(Cc1ccc(Cl)cc1)c(=O)n2C (centres undefined)
57	CC(=O)c1ccc(OCC(=O)N(CCC2=CCCCC2)c2c(N)n(Cc3ccccc3)c(=O)[nH]c2=O)cc1

Compound | 51 | 52 | 53 | 54 | 55 | 56 | 57
MsrA act | -6 | -2 | -4 | -8 | -5 | -4 | -2
FAS TE block | -8 | -6 | -7 | -13 | -3 | 5 | 27
PABP1 MLLE inh | -1 | -4 | -7 | 4 | 7 | -8 | -26
SKN-1 inh | -1 | -19 | 4 | -4 | 6 | -7 | 11
NRP1-CendR mod | 0 | 14 | 12 | 11 | 4 | -5 | -19
eLon inh | 3 | -10 | -4 | -8 | -6 | -2 | -11
Neddyl block | i | i | i | i | i | i | i
Rin1 Abl inh | -2 | 1 | -2 | -6 | -4 | 0 | -2
MT1-MMP act inh | -4 | -4 | 0 | 5 | -2 | 2 | -7
